Assay outcomes from PubChem.
TRAIL sens C8: sensitizes caspase-8 expressing cells to TRAIL. inhibition (viability loss, TRAIL sensitization), % at 10 µM. NB7+C8 cells + TRAIL, ATPlite viability luminescence. actives 1% (n = 360,000). AID 624354;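 active = compounds causing at least 50% loss of cell viability in the single-dose screen, relative to plate controls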
CF NFkB inh: cystic fibrosis NF-kB activation inhibition; KKLEB NF-kB-GFP reporter, PAF-induced, GFP fluorescence overnight; inhibition, % at 5 µM; actives 0.86% (n = 360,000); AID 588850;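 active = at least 50% inhibition at 5 µM, scaled per plate between neutral and stimulator controls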;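 also: PAF is a Pseudomonas aeruginosa culture filtrate used as stimulus; plate controls were PAF-stimulated DMSO wells for no effect and unstimulated DMSO wells for full effect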
Peg3 prom inh: Peg3 promoter activity inhibition; HeLa PEG-Prom luciferase reporter, luminescence, overnight; inhibition, % at 20 µM; actives 1.7% (n = 360,000); AID 588405;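 active = inhibition of at least 50% at 20 µM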
NR2E3 ag-1: agonists of human NR2E3 nuclear receptor. AID 602229. inhibition of corepressor binding, % at 3.98 µM. Q9Y5X4. actives 0.35% (n = 360,000). CHO-S Gal4-NCOR/VP16-NR2E3 two-hybrid, luciferase;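 active = inhibition above the mean of all tested compounds plus 3 SD, cut at about 70% in these data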;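 also: 0% = DMSO with NR2E3 transfected cells and 100% = cells lacking NR2E3 construct; higher means lower luciferase signal from less NR2E3 corepressor binding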
Target sequence (Q9Y5X4 whole entry, looked up, the tested form may be a part): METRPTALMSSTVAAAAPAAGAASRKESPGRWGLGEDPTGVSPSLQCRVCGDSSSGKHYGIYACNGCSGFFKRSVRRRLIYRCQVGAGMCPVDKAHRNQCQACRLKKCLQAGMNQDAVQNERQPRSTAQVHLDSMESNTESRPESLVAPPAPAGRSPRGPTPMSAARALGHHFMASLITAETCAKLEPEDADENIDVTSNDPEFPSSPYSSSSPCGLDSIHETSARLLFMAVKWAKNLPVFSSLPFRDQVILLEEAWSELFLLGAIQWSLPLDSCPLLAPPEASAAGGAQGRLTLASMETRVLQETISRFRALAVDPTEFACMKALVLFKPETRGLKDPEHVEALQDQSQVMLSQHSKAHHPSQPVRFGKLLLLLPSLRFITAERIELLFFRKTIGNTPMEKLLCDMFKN
LMP1 NFkB inh: Epstein-Barr LMP1 NF-kappaB reporter inhibition. LMP1-induced NF-kappaB luciferase reporter cells, luminescence. actives 0.69% (n = 350,000). inhibition, % at 12.5 µM. AID 504558; in the data active = inhibition above about 41%;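 also: 0% = neutral control wells and 100% = reference inhibitor control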
Shn3 3UTR inh: reduces Shn3 3'UTR luciferase signal in osteoblasts; Clone20 osteoblast Shn3 3'UTR firefly luciferase, 24 h; inhibition, % at 12.5 µM; actives 0.52% (n = 360,000); AID 588674;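 active = mean inhibition of at least 75% with every replicate also reaching 75%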;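 also: 0% = median of neutral control wells and 100% = pilot-screen positive control compound; some compounds past the cut are filed as inactive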
iPSC survival up: hiPSC single-cell survival enhancement; ATPlite luminescence; 100% = ROCK inhibitor wells, 0% = DMSO; survival enhancement, % at 20 µM; actives 0.044% (n = 360,000); AID 602274; in the data active = survival enhancement above about 18%;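 also: cells exposed to compounds for 16 hours before the ATP read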
KKLEB tox: reduces viability of KKLEB cystic fibrosis airway cells; KKLEB CF airway cells viability, ATPlite luminescence, overnight; active compounds read low; cells stimulated with P. aeruginosa culture filtrate; activity change (cytotoxicity), % at 5 µM; actives 0.36% (n = 360,000); AID 602141;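 active = corrected activity change at or below -50% at 5 µM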
TRPM1 prom inh: inhibitors of MITF-driven TRPM1 promoter in melanoma cells; actives 0.83% (n = 330,000); SK-MEL-5 TRPM1 promoter luciferase, 24 h; inhibition, % at 12.5 µM;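 active = mean inhibition across replicates of 60% or more, whatever share of single replicates reaches that level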; also: values of inactives mirror those of a sister screen read the other way
HIF-2a block: blocks HIF-2a reporter activity; 786-0 RCC cells HIF-2a reporter, luciferase luminescence, overnight; actives 0.72% (n = 360,000); AID 624352; inhibition, % at 18.8 µM;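 active = inhibition of the luminescence signal of 40% or more relative to plate controls, in a single-dose primary screen at 18.75 µM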
NR2E3 ag-2: activates human photoreceptor nuclear receptor NR2E3; AID 2300; inhibition of corepressor binding, % at 4.78 µM; actives 0.12% (n = 320,000); GST-NR2E3/biotin-RetCOR TR-FRET, 1536-well;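 active = percent inhibition above the cutoff of mean plus 3 SD of all tested compounds, set per screening campaign, cut at about 20% in these data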;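 also: 0% = DMSO wells and 100% = biotin wells as full block of FRET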
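System: GST-tagged NR2E3 plus biotinylated RetCOR corepressor; Amount: 1.35 nM GST-tagged NR2E3 final; Dosing: single nominal compound dose of 4.8 µM; Schedule: 5 h incubation at 4 °C; Technique: TR-FRET with europium anti-GST and streptavidin-D2, 340 nm excitation; Controls: biotin wells as high control, 0.6% DMSO wells as low control.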
* marks the source's active call; other numbers are inactive results; . = not tested or not shown.

SMILES	TRAIL sens C8	CF NFkB inh	Peg3 prom inh	NR2E3 ag-1	LMP1 NFkB inh	Shn3 3UTR inh	iPSC survival up	KKLEB tox	TRPM1 prom inh	HIF-2a block	NR2E3 ag-2
Cc1cc(C)cc(OC(=O)COc2ccccc2C)c1	-1	-11	-17	-52	-6	11	-0.3	15	10	6	3
CC(C)(C)c1ccc(OCCC(=O)Nc2cccc(S(=O)(=O)N3CCCC3)c2)cc1	28	-10	22	-16	-4	35	-0.4	-15	9	-8	-2
Cc1ccc(C)c(N(CC(=O)N(C)C)S(C)(=O)=O)c1	5	1	14	16	2	-5	4.5	-20	-1	19	-2
CC(Sc1nnc(-c2ccncc2)n1C)C(=O)Nc1ccc(N2CCOCC2)cc1 (stereo not given)	12	-13	-10	23	-4	-1	0.7	5	-6	2	3
COc1ccc(NC2=Nc3cccc4cccc2c34)cc1	15	-25	-125	-60	-4	-11	-1.0	-11	0	-149	-4
CN1CCN(Cc2c(O)c(Cl)cc3c(-c4ccccc4)cc(=O)oc23)CC1	2	-2	-2	-12	-10	3	0.1	0	4	5	3
O=C(CN1C(=O)NC2(CCc3ccccc32)C1=O)c1ccc(F)c(F)c1 (stereo not given)	3	-17	8	9	3	6	0.2	-2	-8	27	4
CCOC(=O)C1=c2s/c(=C\c3ccncc3)c(=O)n2C(N)=C(C(=O)OC)C1c1ccncc1 (stereo not given)	-6	-13	-7	-16	-2	8	-0.7	1	-26	13	-2
O=C(COC(=O)CCc1c[nH]c2ccccc12)NC(c1ccccc1)c1ccccc1	-1	8	10	-15	6	-18	1.3	-13	-3	14	1
O=C(NCC1CCCO1)c1cc(-c2ccc(Cl)cc2Cl)on1 (stereo not given)	45	-22	-192	-108	-9	-38	-1.8	-1	-73	-225	2
CCOC(=O)C(=CNc1ccc(-c2ccco2)c(Cl)c1)C(=O)OCC	-10	3	-7	-12	47*	-9	1.2	16	8	-25	-1
CCn1ccnc1CC1COc2ccccc2O1 (stereo not given)	-5	-26	-33	-11	-1	16	1.3	6	-16	-22	6
O=C(Nc1ccc2cn[nH]c2c1)c1ccc(S(=O)(=O)N2CCOCC2)cc1	-5	-17	16	-29	1	7	-0.9	12	35	19	-4
Cc1ccc(-c2nn3c(C)nnc3s2)cc1NC(=O)c1ccc(-c2ccc(Cl)cc2Cl)o1	60*	16	103*	-18	0	58	1.3	-32	100*	-1	-3
CCC(C)NC(=O)Cc1ccc(-c2ccccc2)cc1 (stereo not given)	4	9	1	26	6	-7	-1.4	-5	4	-2	3
Clc1ccc(-c2cc(-c3ccccc3)on2)cc1	18	15	-400	-52	-56	-139	-1.8	-3	-86	-271	3
Cc1cc(C)c(NC(=O)C(C)OC(=O)c2cc(Br)c(Br)s2)c(C)c1 (stereo not given)	2	9	12	9	-8	11	1.3	-3	-22	9	2
Cc1[nH]c2ccccc2c1/C=C(\C#N)C(=O)NC(C)c1ccccc1 (stereo not given)	-3	-16	14	15	6	-1	9.7	-14	13	26	-2
Cc1ccc2cc(CN(C(=O)c3ccco3)c3ccccc3)c(=O)[nH]c2c1	-16	3	-12	-27	5	-5	-1.1	2	-5	-59	2
COc1ccccc1C/C(N)=N/OC(=O)c1cccc([N+](=O)[O-])c1	76*	-9	19	-17	-10	-2	-0.9	-2	-1	3	5
CC(=O)OCCN(C)c1cc(SC(C)C)c2nonc2c1[N+](=O)[O-]	3	4	19	16	-1	6	2.8	6	-1	13	5
CCCCN(C(=O)c1cc(S(=O)(=O)N2CCOCC2)ccc1F)c1c(N)n(CCCC)c(=O)[nH]c1=O	0	-7	20	-14	15	-2	-0.4	2	-7	8	.
CC(=O)OCCN1C(=O)c2ccc(-c3nc4ccccc4c(=O)o3)cc2C1=O	3	-11	12	3	-7	-7	1.5	15	-2	5	-2
CCOC(=O)Nc1cc(=O)c2ccccc2o1	4	17	-17	-36	8	-19	-0.7	-21	11	-38	0

Sorted by value in Peg3 prom inh (rising): 3 of the compounds above
| Compound | CF NFkB inh | Peg3 prom inh | NR2E3 ag-1 | LMP1 NFkB inh | Shn3 3UTR inh | TRPM1 prom inh | HIF-2a block | NR2E3 ag-2 |
| --- | --- | --- | --- | --- | --- | --- | --- | --- |
| Clc1ccc(-c2cc(-c3ccccc3)on2)cc1 | 15 | -400 | -52 | -56 | -139 | -86 | -271 | 3 |
| Cc1cc(C)c(NC(=O)C(C)OC(=O)c2cc(Br)c(Br)s2)c(C)c1 (stereo not given) | 9 | 12 | 9 | -8 | 11 | -22 | 9 | 2 |
| Cc1[nH]c2ccccc2c1/C=C(\C#N)C(=O)NC(C)c1ccccc1 (stereo not given) | -16 | 14 | 15 | 6 | -1 | 13 | 26 | -2 |

Later entries:
SMILES	TRAIL sens C8	CF NFkB inh	Peg3 prom inh	NR2E3 ag-1	LMP1 NFkB inh	Shn3 3UTR inh	iPSC survival up	KKLEB tox	TRPM1 prom inh	HIF-2a block	NR2E3 ag-2
NC(CCc1ccccc1)c1csc(Nc2nccc(C(F)(F)F)n2)n1 (stereo not given)	0	12	12	-6	.	5	-0.5	-12	.	14	.
N[C@@H](Cc1ccccc1)C(=O)N1CCC(C(=O)N[C@@H](CCC(=O)O)C(=O)O)CC1	1	1	2	-2	5	11	-0.6	-4	13	11	-1
O=C(CSc1nnc(Nc2ccccc2)s1)NCc1cccs1	-9	0	4	0	17	8	-2.5	2	12	12	-1
Cc1ccc(/C=C2\C(=N)N3N=C(CC(=O)N4CCOCC4)SC3=NC2=O)o1	-33	8	-7	-22	-10	-4	1.2	-15	-9	7	-1
COC(=O)COc1ccc(S(=O)(=O)Nc2ccccc2SC)cc1	3	-2	16	-1	6	-4	-0.4	2	-3	6	1
O=Cc1cn(Cc2ccccc2)nc1-c1cccnc1	-4	6	-1	-6	-1	6	-0.3	8	-2	9	-2
O=S(=O)(c1cccs1)N1CCN(c2ccnc3cc(Cl)ccc23)CC1	4	25	51*	39	21	9	2.3	-19	3	33	-3
Cc1ccc(NC(=O)CCn2c(=O)[nH]c3ccsc3c2=O)cc1F	-4	-4	3	-25	5	9	0.3	8	-22	-9	-5
CC1CC(C)CN(C(=O)C(Cc2ccccc2)n2cccc2)C1 (stereo not given)	-10	-9	-7	-24	0	-6	0.0	8	9	16	-1
O=C(Cn1c(-c2ccccc2)noc1=O)N1CCC(Cc2ccccc2)CC1	3	-26	15	-32	4	1	0.7	51	-9	22	-2
CCOC(=O)c1nnn(-c2nonc2-n2cccc2)c1CCl	2	2	36	12	-14	19	-4.7	-1	-22	17	3
COc1ccc(N(CC(=O)NCCSCc2ccc(Cl)cc2)S(C)(=O)=O)cc1Cl	-1	-6	29	-13	6	7	0.6	1	-3	14	-1
O=C(NCCCN1CCOCC1)c1onc(CSc2ccncc2)c1C(=O)NCCCN1CCOCC1	1	8	-12	10	2	-19	10	-6	-3	1	6
Cc1ccc2nc(-c3ccc(NS(=O)(=O)c4ccccc4)cc3)sc2c1	5	-7	-91	-40	-6	-12	0.7	1	-22	-145	0
CCCCc1cc(=O)oc2cc(C)cc(OCC(=O)N3CCC(C(=O)O)(c4ccccc4)CC3)c12	6	13	-9	-20	-2	69	0.7	0	.	-1	1
CCOc1ccc(NC(=O)COc2ccc(C(=O)NCC3CCCO3)cc2OC)cc1 (stereo not given)	-8	-11	13	9	4	6	4.4	7	5	2	3
O=C(CCc1ccc(S(=O)(=O)N2CCOCC2)cc1)Nc1ccc(N2CCOCC2)cc1	21	-9	18	-20	1	7	-1.4	5	5	12	5
Cc1ccc2nsnc2c1S(=O)(=O)NCc1ccncc1	5	-14	13	0	11	12	0.3	4	14	6	1
O=c1c2ccccc2n(Cc2cccc(F)c2)c(=O)n1C1CCCC1	-13	8	32	-17	6	4	-2.2	-2	-9	38	-3
CCN(c1ccccc1)S(=O)(=O)c1ccc(Cl)c(NC(=O)COC(=O)C2CC2C)c1 (stereo not given)	1	15	6	1	-4	-16	0.1	-15	9	17	3
COC(=O)CCC/C=C1/SCC(NC(=O)c2ccccc2)C1O (stereo not given)	-4	25	1	-14	-9	2	2.2	5	3	6	3
CC(C)C1CCN(C(=O)C2CCC(=O)N(C3CCCCCC3)C2)CC1 (stereo not given)	-6	-4	-149	-58	-25	-41	4.6	-5	.	-202	.
COc1cccc(C(=O)COC(=O)C2CC3CCCC(C2)C3=O)c1 (stereo not given)	11	25	-4	-13	-1	-20	0.4	-4	-1	-8	-6
O=C(CSc1ncnc2scc(-c3ccccc3)c12)N1CCN(Cc2ccc3c(c2)OCO3)CC1	0	1	12	-19	-6	27	3.5	4	-6	11	3
COCCN(C(=O)CCC(=O)Nc1ccccn1)C(C(=O)NC(C)C)c1ccc(C)cc1 (stereo not given)	15	-2	0	-6	-9	-2	0.2	1	-17	10	1
CCCCN(C(=S)Nc1ccccc1)C1CCS(=O)(=O)C1 (stereo not given)	-8	7	4	-8	-5	8	1.8	-2	-2	15	5
CCc1ccc(CNC(=O)CCc2nnc(CCc3ccc(OC)cc3)o2)nc1	9	-1	12	-10	-5	1	-3.3	-6	-6	13	2
O=C(CN1CCCCC1CO)c1ccc(OC(F)F)cc1 (stereo not given)	-3	5	4	17	1	1	0.2	0	-1	3	2
COc1cccc(-c2nnc(SCC(=O)NC3CCS(=O)(=O)C3)n2C)c1 (stereo not given)	3	4	-2	11	-6	-25	-0.4	19	5	4	3
COn1c(=O)c(=O)n(OC)c2ccccc21	-11	-2	0	-2	0	5	-0.9	-21	7	0	-3
CCOc1ccc2nc(NS(C)(=O)=O)sc2c1	3	0	-26	-6	-4	-8	-3.6	0	-10	-26	3
COc1ccccc1/C=C/c1nc(S(=O)(=O)c2ccccc2)c(NCCN(C)C)o1	0	-1	-29	-7	-5	-25	-0.3	1	-9	9	3
COc1ccc(-c2cc(C(=O)NNC(=O)c3csc(N4CCOCC4)n3)c3ccccc3n2)cc1OC	19	-22	9	-4	-6	5	0.3	10	-1	-28	0
C/C(=N\NC(=O)c1cccc(S(=O)(=O)Nc2cccc(Cl)c2)c1)c1cccs1	9	1	-8	-16	3	-6	0.6	-9	-1	-21	-1
O=[N+]([O-])c1ccc(-c2nn(-c3ccccc3)cc2/C=N/n2c(-c3cccs3)n[nH]c2=S)cc1	20	56*	14	0	1	-3	-0.3	-34	2	5	-1
CC(=O)OCC1=C(C(=O)O)N2C(=O)[C@@H](NC(=O)Cc3ccccc3)[C@H]2SC1	2	-2	-7	-32	-3	22	-0.9	9	-9	5	.
CCN1C=C(C(C)=O)C(=O)CC1	-12	3	-4	-40	-7	-4	2.8	16	-7	8	.
C=CCSc1cc(C)nc2c(-c3ccccc3)c(C)nn12	2	-2	6	-3	0	6	0.0	-10	-7	-72	-4

Some of the compounds tested, so the mix of outcomes need not match the whole.
